Pol beta inh: qHTS Assay for Inhibitors of DNA Polymerase Beta; P06746; Pol beta primer extension/strand displacement, fluorescence kinetic; Potency, µM (series often up to 114 µM), for inactives: top-dose activity change, negative = inhibition, usual class: inhibitors; actives 1.3% (n = 340,000); also: potency is read from the fitted curve at half-maximal effect; % is scaled to controls: 0 for no effect and ±100 for the full control effect
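Enzyme-only controls used 10 nM Pol beta; buffer lacking enzyme served as negative control. Compound preincubated 15 min, then 50 nM substrate added; 0 and 10 min reads at room temperature.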
APEX1 inh: qHTS Assay for Inhibitors of the Human Apurinic/apyrimidinic Endonuclease 1 (APE1). Potency, µM (top dose mostly 65.8 µM), for inactives: at the top dose activity change, negative = inhibition, most hits filed as inhibitors. actives 0.35% (n = 350,000). recombinant APE1, TAMRA/BHQ-2 abasic DNA cleavage fluorescence;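 also: potency is read from the fitted curve at half-maximal effect; plate controls were vehicle for no effect and reference inhibitor for full effect; nearly all actives have a fitted effect of over 55% in size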
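Enzyme (0.75 nM final) and test compound are incubated 15 min at room temperature before adding 50 nM quenched THF abasic-site duplex. Cleavage dequenches TAMRA, followed at 525/598 nm over three reads one minute apart.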
BLM helicase inh: qHTS Assay for Inhibitors of Bloom's syndrome helicase (BLM) | AID 2528, 2010 | RecQ-like DNA helicase BLM (Homo sapiens), P54132 | recombinant BLM DNA unwinding, fluorescence dequenching | Potency, µM (doses to about 56.1 µM), for the others: at the highest dose activity change, negative = inhibition, actives largely listed as inhibitors | actives 0.2% (n = 350,000);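 also: potency is read from the fitted curve at half-maximal effect; plate controls were vehicle for no effect and no enzyme for full effect; nearly all actives have a fitted effect of over 35% in size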
POLK inh: qHTS for Inhibitors of Polymerase Kappa. purified Pol kappa, fluorescent DNA synthesis assay, 10 min. actives 0.53% (n = 400,000). DNA polymerase kappa (Homo sapiens), Q9UBT6. Potency, µM (titrated, usually from 107 µM), inactives show at the top dose activity, negative = inhibition, most hits filed as inhibitors; also: potency is read from the fitted curve at half-maximal effect; % is scaled to controls: 0 for no effect and ±100 for the full control effect
Target sequence (Q9UBT6 whole entry, looked up): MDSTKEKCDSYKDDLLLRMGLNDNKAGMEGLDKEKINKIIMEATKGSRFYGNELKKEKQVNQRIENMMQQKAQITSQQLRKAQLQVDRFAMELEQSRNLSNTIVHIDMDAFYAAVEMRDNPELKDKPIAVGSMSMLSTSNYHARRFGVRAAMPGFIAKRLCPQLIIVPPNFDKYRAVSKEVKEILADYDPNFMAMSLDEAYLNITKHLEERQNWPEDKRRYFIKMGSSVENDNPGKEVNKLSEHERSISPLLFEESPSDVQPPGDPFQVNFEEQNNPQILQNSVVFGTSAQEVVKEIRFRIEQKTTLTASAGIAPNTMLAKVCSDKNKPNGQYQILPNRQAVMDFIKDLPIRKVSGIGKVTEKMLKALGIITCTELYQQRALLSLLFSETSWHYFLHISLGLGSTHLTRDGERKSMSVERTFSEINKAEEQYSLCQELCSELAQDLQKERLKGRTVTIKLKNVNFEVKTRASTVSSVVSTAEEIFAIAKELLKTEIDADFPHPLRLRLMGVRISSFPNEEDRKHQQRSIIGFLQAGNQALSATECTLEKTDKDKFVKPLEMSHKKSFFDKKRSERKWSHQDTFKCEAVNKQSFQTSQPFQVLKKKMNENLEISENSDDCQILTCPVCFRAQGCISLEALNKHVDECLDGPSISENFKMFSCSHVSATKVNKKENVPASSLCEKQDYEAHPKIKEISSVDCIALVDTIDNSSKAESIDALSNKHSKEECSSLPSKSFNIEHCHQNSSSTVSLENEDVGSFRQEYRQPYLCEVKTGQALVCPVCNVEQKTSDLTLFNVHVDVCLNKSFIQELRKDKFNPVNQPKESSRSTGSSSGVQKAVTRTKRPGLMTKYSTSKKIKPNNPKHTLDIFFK
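Activity was followed as the change in fluorescence between reads at 0 and 10 min after starting the reaction with 50 nM substrate. Beforehand, 10 nM polymerase had been preincubated with compound for 15 min at room temperature.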
LDHA block: qHTS assay for inhibitors of human lactate dehydrogenase; L-lactate dehydrogenase A chain (Homo sapiens), P00338; purified LDHA, NADH/diaphorase-resazurin fluorescence; hits give low values; activity change, % (values are at about 110 or 230 µM); actives 0.15% (n = 480,000); AID 1347041, 2019; in the data active = activity change below about -30%; inconclusive = mostly about -25% to -30%;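 also: plate controls were DMSO wells for no effect and wells without enzyme for full effect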
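Remaining NADH was detected by diaphorase (0.133 mg/mL) converting 37 µM resazurin to fluorescent resorufin, read at 0 and 20 minutes. The preceding 5-minute room-temperature reaction used 2 nM LDHA, 0.2 mM sodium pyruvate and 0.06 mM NADH at pH 7.4.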
Anesthetic bind: qHTS Assay for Identification of Novel General Anesthetics; Ferritin light chain (Equus caballus), P02791; apoferritin/1-aminoanthracene competitive binding, fluorescence; Potency, µM (titrated, usually from 77.5 µM), inactives show at the top dose activity change, negative = displacement, actives largely listed as inhibitors; actives 0.074% (n = 350,000); also: potency is read from the fitted curve at half-maximal effect; % is scaled to controls: 0 for no effect and ±100 for the full control effect; nearly all actives have a fitted effect of over 20% in size
Target sequence (P02791 2-175 limits assumed): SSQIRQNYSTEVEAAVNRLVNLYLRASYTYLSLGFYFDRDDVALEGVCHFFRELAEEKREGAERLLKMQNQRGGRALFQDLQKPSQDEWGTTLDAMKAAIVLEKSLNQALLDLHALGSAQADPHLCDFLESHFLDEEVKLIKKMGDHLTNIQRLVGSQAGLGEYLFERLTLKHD
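Probe: 1-aminoanthracene (50% saturated, PBS). Protein: horse-spleen apoferritin, 10 uM. Incubation: 10 min, room temperature. Detection: 380 nm excitation, 535 nm emission. Analysis: normalized response, four-parameter Hill.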
POLH inh: qHTS for Inhibitors of Polymerase Eta | DNA polymerase eta (Homo sapiens), Q9Y253 | recombinant Pol eta, fluorescent DNA replication assay | Potency, µM (titrated, usually from 114 µM), inactives show top-dose activity change, negative = inhibition, usual class: inhibitors | actives 1.2% (n = 390,000); also: potency is read from the fitted curve at half-maximal effect; % is scaled to controls: 0 for no effect and ±100 for the full control effect
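Pol eta (10 nM) was preincubated with compounds for 15 min at room temperature, after which fluorescent replication substrate (50 nM final) was added to start the reaction. Fluorescence was read kinetically at 0 and 10 min.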
POLI inh: qHTS for Inhibitors of Polymerase Iota; DNA polymerase iota (Homo sapiens), Q9UNA4; actives 1% (n = 390,000); Pol iota fluorescent replication assay, 10 min; AID 588590, 2011; Potency, µM (doses to about 115 µM), for inactives: at the top dose activity, negative = inhibition, usual class: inhibitors; also: potency is read from the fitted curve at half-maximal effect
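Fluorescent replication assay read twice, at 0 min and 10 min after adding 50 nM (final) substrate. Enzyme (10 nM) and compounds were first incubated 15 min at room temperature; enzyme-free buffer wells were negative controls.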
Glioma ERSR ind: qHTS for Inducers of the Endoplasmic Reticulum Stress Response (ERSR) in Human Glioma: qHTS; U87-MG GRP78 promoter luciferase reporter, 16 h; Potency, µM, for the others: at the top dose activation, hits mostly activators; actives 0.02% (n = 420,000); AID 602332, 2012; also: potency is read from the fitted curve at half-maximal effect; series mostly up to about 76 µM; % of control where 0% means no effect; nearly all actives have a fitted effect of over 35% in size
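Stably transfected U87-MG glioma cells carrying a GRP78-based luciferase sensor; 16 h compound incubation. Luminescence end-point read 10 min after Bright-Glo addition at room temperature.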
* marks the source's active call; other numbers are inactive results; u = inconclusive; x = not tested or not shown; & = joins results of further samples; [ ] = dose if it differs, or a comment. Unless noted, calls follow the shape of the dose curve; as a rule, active = well fitted curve in the direction sought with a large enough effect; inconclusive = small, poorly fitted or top-dose-only effect, or another doubt; inactive = no such curve, though single readings can be large; an effect the other way counts as inactive or inconclusive. Not all compounds are listed; the hit share may differ from the screen's.

SMILES,APEX1 inh,POLK inh,LDHA block,POLI inh,Pol beta inh,Anesthetic bind,Glioma ERSR ind,BLM helicase inh,POLH inh
COC(=O)c1c(C)oc2ccc(N(C(=O)Oc3ccccc3)S(=O)(=O)c3ccccc3)cc12,-2%,-9%,-7,-9%,1%,-4%,-5%,-3%,-13%
NS(=O)(=O)c1ccc(CNC(=O)c2cc(-c3cccs3)nc3ccccc23)cc1,0%,-24%,-1,u,u,33%[activator],-3%,-8%,-6%
COc1ccc(S(=O)(=O)Nc2cccc(S(=O)(=O)NC3=NCCC3)c2)cc1[N+](=O)[O-],45%[activator],2%,-1,9%,x,x,-6%,x,-8%
COC(=O)c1ccc(CSc2nc(C(F)(F)F)c3c(c2C#N)CCC3)o1,2%,-12%,1,-7%,1%,u,-3%,-21%,-18%
O=C(CNC(=O)c1ccco1)Nc1ccncc1,10%,-10%,-13,20%,x,x,-3%,x,-1%
CN(CCCNC(=O)c1cn(C)c2ccc(S(=O)(=O)N(C)C)cc2c1=O)c1ccccc1,-5%,11%,0,0%,-25%,u,-2%,-7%,-9%
COc1ccc(C2=NOC(C(=O)N3CCCCCC3)C2)cc1OC (configuration not stated),-1%,-2%,-7,22%,-1%,-17%,-2%,2%,-4%
Cc1ccc2c(c1)N(CC(=O)NC1CCCC(C)C1C)C(=O)c1cccnc1O2 (configuration not stated),-9%,0%,0,-3%,u,u,0%,-3%,-16%
Cn1c2ccccc2c2cnn(CC(=O)N3CCCCC3)c(=O)c21,-2%,8%,-1,30%[activator],16%,-6%,4%,0%,-12%
Cc1cccc(C2=NN(c3ccccc3)[C@@H](C(=O)N3CCOC3=O)[C@@H]2c2ccc(Cl)cc2)c1,u,-16%,-1,-13%,x,325%[activator],-1%&-5%,-11%[75.6 µM],-24%
COc1ccc(CCNC(=O)C2(C)CCC(=O)N2Cc2ccc(F)cc2Cl)cc1OC (configuration not stated),14%,0%,0,42%[activator],1%,1%,-7%,-5%,-9%
CSc1ccc(CCNC(=O)C2=C(C)C(=O)OC23CCCCC3)cc1,x,-1%,-8,-15%,51%,-10%,x,-7%,x
CC(=O)c1cccc(NC(=O)C2CCCC2)c1,-2%,-2%,-6,10%,39%,u,4%,-1%,-14%
Cc1cc(C)c(S(=O)(=O)CCC(C)C)c(=O)[nH]1,2%,-26%,-4,28%,0%,-6%,-5%,-3%,-3%
COC(=O)/C=C1/N/C(=N\c2nc(C)cc(C)n2)N(c2ccc(Cl)cc2)C1=O,5%,-17%,-4,7%,-1%,4%,-1%,-8%,-12%
Cn1cnc(S(=O)(=O)NC2CCN(Cc3ccccc3)CC2)c1,68%[activator],-3%,-11,33%[activator],-4%,5%,-1%,1%,-21%
Cc1ccccc1NC(=O)Cc1nnc(SCc2ccc(Cl)c(Cl)c2)n1C,2%,-4%,-2,-7%,-27%,-17%,-2%,-6%,-14%
COc1ccc(CC(=O)Nc2nnc(C)s2)cc1,-1%,-5%,-8,14%,10%,-7%,-3%,0%,0%
COc1cccc(N(CC(=O)Nc2ccc3c(c2)OCO3)S(=O)(=O)c2ccccc2)c1,-3%,-7%,7,10%,18%,-18%,-5%,-11%,-5%
O=C(Nc1ccccc1)Nc1nnc(/C=C/c2ccccc2Cl)s1,2%,-15%,-5,-6%,-12%[57.1 µM],-15%,-3%,-1%,-11%
O=C(COC(=O)C12CC3CC(CC(C3)C1)C2)Nc1ncc(Cl)cc1Cl,2%,-18%,1,-11%,u,u,-2%,-4%,-21%
CCN(/N=C/c1cccs1)c1cc(=O)n(C)c(=O)[nH]1,4%,-6%,14,-17%,-3%,-14%,-4%,-1%,-13%
S=c1sc2c(N3CCOCC3)ncnc2n1-c1ccccc1,-6%,-8%,-11,-13%,9%,-6%,-2%,1%,-6%
Cc1nc(-c2c(C(=O)NNC(=O)Nc3c(C)cccc3C)noc2C)cs1,2%,-4%,-6,129%[activator],56%[activator],-3%,-6%,1%,-4%
C[C@H]1CN([C@@H](C)CO)C(=O)Cc2cc(NC(=O)CCC(F)(F)F)ccc2O[C@H]1CN(C)Cc1ccc(C(F)(F)F)cc1,-31%,-18%,1,-1%,x,x,-1%,x,-21%
Cc1cccc(OC(=O)c2cn(C)nc2C(F)(F)F)c1C,-4%,-8%,-2,16%,9%,u,-3%,-7%,-17%
COc1ccc(CNC(=O)[C@@H](NC(=O)C2CCN(C(=O)[C@@H](N)CCSC)CC2)C(C)C)cc1,6%,1%,0,16%,-2%,-4%,-2%,0%,-12%
COC(=O)Cn1c2ccc(OC)cc2c2nc3ccccc3nc21,-2%,-3%,-5,23%,23%,-15%,0%,1%,-11%
O=C(O)c1ccc(C2CCCCC2)cn1,15%,-11%,8,21%,19%,-6%,-2%,-11%,-7%
CC(C)N(C(=O)COC(=O)CNS(=O)(=O)c1ccccc1F)c1ccccc1,-2%,-13%,-15,-4%,5%,-18%,-1%,-2%,-24%

Only APEX1 inh (2 entries from above):
mol,APEX1 inh
CN(CCCNC(=O)c1cn(C)c2ccc(S(=O)(=O)N(C)C)cc2c1=O)c1ccccc1,-5%
COc1ccc(C2=NOC(C(=O)N3CCCCCC3)C2)cc1OC (configuration not stated),-1%

Remaining list, next part
SMILES,APEX1 inh,POLK inh,LDHA block,POLI inh,Pol beta inh,Anesthetic bind,Glioma ERSR ind,BLM helicase inh,POLH inh
O=C(c1ccc(OC2CCN(C(=O)c3cccnc3)CC2)cc1)N1CCCCCC1,-1%,-5%,-1,-13%,2%,-12%,-3%,-4%,-5%
O=C(NCc1ccccc1)c1ccco1,-2%,-2%,-11,1%,-1%,-9%,1%,-9%,-5%
O=c1cc(CNc2ccc(Br)cc2)nc2sccn12,u,-7%,-4,27%,20%,-8%,4%,0%,-1%
O=C1COc2ccc(C(=O)COC(=O)/C=C/c3cccc(F)c3)cc2N1,-1%,-12%,-8,12%,3%,-15%,0%,0%,11%
O=C(c1ccc([N+](=O)[O-])cc1)N(Cc1ccccc1)Cc1ccccc1,x,-3%,-6,34%[activator],x,x,-8%,x,-17%
O=c1c2cc(NC(=S)N3CCCC3)ccc2nc2n1CCCCC2,3%,-8%,0,28%,4%,-5%,-1%,-5%,-10%
CCNS(=O)(=O)c1ccc(CCC(=O)N2CCC(C)CC2)cc1,-10%,0%,-5,-9%,28%,-7%,-5%,-2%,-12%
COc1cccc(-c2cn3c(n2)sc2cc(C(=O)NCCCc4ccccc4)ccc23)c1,x,2%,-1,10%,5%,-6%,1%,-5%,-14%
OCCNCc1cc(Br)ccc1OCc1ccccc1,12%,-6%,-4,14%,4%,3%,-5%,-9%,-8%
COC(=O)C(NC(=O)C(CC(C)C)NC(=O)C1CCC(C)CC1)C(C)C (configuration not stated),-4%,-8%,-5,7%,19%,-13%,-4%,-3%,-12%
COc1cc(OC)c(C(C)=O)c(O)c1C,2%,-6%[60.1 µM],x,x,x,25%,-4%,4%,x
COc1ccc(CCNc2nc(-c3ccccn3)cs2)cc1OC,1%,-4%,2,18%,4%,7%,-2%,-15%,-23%
O=c1c(C/C=C/c2ccccc2)c(O)ccn1CCc1c[nH]c2ccccc12,29%,-11%,-2,40%[activator],26%,-4%,1%,-15%,-15%
C=CCOC(=O)C1=C(C)NC(=O)NC1c1cn(-c2ccccc2)nc1-c1cccs1 (configuration not stated),-3%,-8%,-4,-20%,-1%,-18%,-4%,-9%,-16%
O=C(Nc1ccccc1Br)c1ccc(OC(=S)N2CCOCC2)cc1,11%,-11%,-4,68%[activator],0%,-9%,1%,-11%,-4%
CC(C)(C)OC(=O)N(CCc1ccccc1)Cc1ccccc1OCc1cccc(NC(=O)/C=C/c2ccccc2)c1,x,6%,5,8%,x,x,-3%,x,-8%
O=C(Nc1ccc(Oc2ccccc2)nc1)C1CCN(Cc2cccc(F)c2)CC1,-3%,-20%,3,0%,26%,-20%,-3%,-7%,-7%
CN(c1ccc(F)cc1)S(=O)(=O)N1CCCC(C(=O)NCCc2ccccc2)C1 (configuration not stated),x,-14%,-6,10%,11%,47%[activator],1%,0%,-5%
CCOc1ccc(CCNC(=O)CCC(=O)Nc2ccc3nc(N4CCN(C)CC4)cc(C)c3c2)cc1OCC,-3%,-5%,-3,5%,-1%,6%,-3%,-10%,-16%
O=C(Nc1ccc(NC(=O)c2cccs2)cc1Cl)c1ccco1,-10%,2%,-15,u,u,-13%,1%,-8%,7%
CCN1C/C(=C/c2sccc2C)c2nc3ccccc3c(C(=O)O)c2C1,8%,9%,2,19%,7%,4%,-3%,-8%,-8%
O=C(CC1C[C@H](C(=O)N2CCOCC2)[C@@]2(CCC3CCCC3)c3[nH]c4ccccc4c3CCN2C1=O)NCCN1CCOCC1 (some centres not stated),31%,1%,-4,7%,x,x,-1%,x,-7%
CC1C(=O)CCC2[C@]1(C)CCC1[C@]2(C)CC[C@@]2(C)C3CC(C)(C)CC[C@]3(C)CC[C@@]12C (some centres not stated),-3%,0%[60.1 µM],x,x,x,2%,-1%,5%,x
O=C(CNC(=O)c1ccccc1)NCCCSc1ccccc1,-4%,-12%,-3,129%[activator],x,x,0%,x,-23%
Cc1cc2cc(OCC(=O)O)ccc2n1C,u,-9%,22,-19%,6%,-14%,-3%,0%,-11%

Screening data deposited in PubChem BioAssay by National Center for Advancing Translational Sciences (NCATS).
